# High-throughput results: PubChem, several laboratories
# TRPC4 block – inhibitors of mouse TRPC4 channel; 300,000 tested, 0.39% active; HEK293 TRPC4beta/mu-opioid, DAMGO-evoked Fluo4 calcium flux; active compounds read low; B-score at 10 µM; Q9QUQ5; AID 2247;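 active = B-score over 3 SD under the library average, no early fluorescence shift, positive overall ratio signal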
# Target sequence (Q9QUQ5 whole entry, looked up): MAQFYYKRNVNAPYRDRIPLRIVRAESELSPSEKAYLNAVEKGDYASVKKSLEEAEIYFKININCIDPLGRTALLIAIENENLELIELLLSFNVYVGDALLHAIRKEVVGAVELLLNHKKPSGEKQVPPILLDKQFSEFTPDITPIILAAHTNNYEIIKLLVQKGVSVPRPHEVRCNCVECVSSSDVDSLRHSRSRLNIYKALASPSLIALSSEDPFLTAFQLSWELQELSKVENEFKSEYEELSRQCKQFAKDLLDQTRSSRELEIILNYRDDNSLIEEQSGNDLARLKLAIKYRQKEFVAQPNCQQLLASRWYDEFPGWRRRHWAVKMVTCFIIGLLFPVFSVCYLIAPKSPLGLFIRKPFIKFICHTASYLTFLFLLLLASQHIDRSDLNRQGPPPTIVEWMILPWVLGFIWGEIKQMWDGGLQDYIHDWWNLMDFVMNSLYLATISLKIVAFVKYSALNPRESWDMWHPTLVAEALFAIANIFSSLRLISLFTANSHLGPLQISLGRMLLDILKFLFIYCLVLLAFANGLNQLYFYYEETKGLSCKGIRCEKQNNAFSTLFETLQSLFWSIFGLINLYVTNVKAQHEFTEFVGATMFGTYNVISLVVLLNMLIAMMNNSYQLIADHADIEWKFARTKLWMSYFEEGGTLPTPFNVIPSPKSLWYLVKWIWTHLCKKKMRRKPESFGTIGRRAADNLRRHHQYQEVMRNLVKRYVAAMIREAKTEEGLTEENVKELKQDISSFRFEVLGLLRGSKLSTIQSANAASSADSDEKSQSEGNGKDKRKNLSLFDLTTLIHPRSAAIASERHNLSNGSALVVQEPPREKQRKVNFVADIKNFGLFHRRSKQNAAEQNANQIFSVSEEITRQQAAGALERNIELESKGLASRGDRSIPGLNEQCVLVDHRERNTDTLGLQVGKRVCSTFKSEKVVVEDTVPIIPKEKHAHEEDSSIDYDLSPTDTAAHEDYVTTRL
#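 System: stable TRPC4beta/mu-opioid receptor HEK293 cells; Dosing: single-point compound dosing; Measured by: Fluo4 Ca2+ flux fluorescence; Read-out basis: per-well B score of integrated baseline-normalized Fluo4 ratio.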
# HIF activator – HIF pathway transcriptional activation; 300,000 tested, 0.32% active; activation, % at 7.5 µM (by protocol); U2OS HRE-luciferase reporter, luminescence; normalized: DMSO 0%, desferrioxamine 100%;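 active = mean activation of at least 10% of the iron chelator positive control signal, with at least half of replicates also reaching 10%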
# TRPC6 activator – activates the mouse TRPC6 cation channel; HEK293-TRPC6 membrane potential dye fluorescence; active compounds read high; B-score at 10 µM; 310,000 tested, 0.13% active;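 active = B-score of the integrated fluorescence ratio above library mean plus 3 SD, and starting fluorescence ratio within library mean plus 5 SD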;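 also: higher score means more depolarization so channel activation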
# TRPC4 potent – allosteric potentiators of mouse TRPC4 channel | HEK293 TRPC4beta/mu-opioid, DAMGO EC20, Fluo-4 Ca2+ flux; active compounds read high | 310,000 tested, 0.42% active | AID 2227 | Q9QUQ5 | B-score at 10 µM;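 active = B-score of calcium response area above 5 SD of library B-scores, with initial fluorescence ratio within 5 SD of library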;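 also: B-score of integrated fluorescence ratio over time as area under calcium response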
# TRPC4 act – opens the mouse TRPC4 cation channel; 310,000 tested, 0.49% active; B-score at 10 µM; HEK293 TRPC4beta/mu-opioid, Fluo4 calcium fluorescence; active compounds read high; AID 2237;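 active = B-score above 5 SD of library B-scores, and initial fluorescence ratio not above library mean plus 5 SD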;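 also: positive B-score marks a calcium rise read as TRPC4 activation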
#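 Incubation: 45 min room-temperature Fluo4 loading, 110 s read / System: HEK293 cells stably co-expressing mouse TRPC4beta and mu-opioid receptor / Signal: Fluo4 fluorescence, kinetic / Control set: buffer (low) and maximal DAMGO (high) / Measure: integrated baseline-normalised fluorescence ratio, converted to per-well B score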
# PolyA inh – blocks polyadenylation in yeast reporter cells. 300,000 tested, 0.02% active. S. cerevisiae SKY197-pL101 polyadenylation reporter, beta-gal luminescence; efflux-impaired pdr1/pdr3 knockout yeast; score 100 = 6 SD above DMSO. AID 1875. calls only at 12 µM;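 active = lowest replicate activity score at least 50, where 100 means six control SD above control mean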;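 also: yeast exposed to compound for 9 h at 30 °C; higher score means more reporter readthrough which indicates perturbed polyadenylation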
# AI-2 QS modul – modulates the Vibrio harveyi AI-2 quorum sensing system; Vibrio harveyi JMH597 AI-2 luminescence/OD600 ratio, 9 h; active compounds read low; strain lacks LuxN and CqsS sensors; 0 = neutral-control median; activity change, % at 7.5 µM; 300,000 tested, 0.4% active; AID 2094; in the data active = activity change below about -75%, passing the limit was not always enough;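 also: luminescence divided by OD600 gain over 9 h not by final OD600 alone; inactives centre near 13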
# TRPC6 inhibitor – mouse TRPC6 channel inhibition. Q61143. B-score at 10 µM. AID 2553. 310,000 tested, 1.1% active. HEK293-TRPC6, membrane potential dye, ACh-evoked depolarization; active compounds read low;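 active = B-score under library mean minus 3 SD, initial fluorescence not abnormally high, positive integrated signal ratio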;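 also: B-score derived from integrated fluorescence ratio over the kinetic read; more negative B-score means stronger inhibition of depolarization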
# MrgX1 PAM – human MrgX1 positive allosteric modulation, primary screen | Q96LB2 | MrgX1-HEK293, Fluo-4 calcium flux, FDSS; active compounds read high | B-score at 10 µM | 310,000 tested, 0.63% active;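 active = plate-corrected calcium response at least 3 library SD above typical, normal starting fluorescence, not activating the receptor alone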;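 also: compound read alongside a low EC10 to EC30 dose of BAM8-22 agonist; peak minus trough fluorescence over baseline measured at the second addition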
# MrgX1 ag – human MrgX1 receptor agonism, primary screen; 310,000 tested, 0.44% active; B-score at 10 µM; AID 588627; MrgX1-HEK293 cells, Fluo-4 calcium fluorescence, agonist mode; active compounds read high;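 active = calcium response B-score plate-corrected fluorescence ratio at least 3 library SD, with starting fluorescence B-score inside 5 SD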
#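 Material: MrgX1-expressing HEK293 cells; input: 15,000 cells per well; doses: test compound given as first of three sequential additions; schedule: overnight plating before 1 h dye loading; technique: Fluo-4 NW calcium-flux fluorescence, kinetic read; evaluation: baseline-normalised fluorescence change ratio, B-scored; control set: plate-wise positive and negative controls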
# MrgX1 antagonist – blocks BAM8-22 activation of human MrgX1 receptor. Q96LB2. MRGX1-HEK293 calcium flux, Fluo-4, BAM8-22 antagonism; active compounds read low. B-score at 10 µM. 310,000 tested, 1.3% active;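 active = calcium-response B-score plate-corrected more than 3 library SD below zero, starting fluorescence within 5 deviations, no agonist response on first addition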;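 also: peak minus trough fluorescence over baseline after final BAM8-22 challenge near maximal dose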
# Numbers without * were called inactive; i = inactive; . = no result given.
SMILES	HIF activator	TRPC6 activator	TRPC4 block	MrgX1 antagonist	TRPC4 potent	TRPC4 act	TRPC6 inhibitor	MrgX1 ag	PolyA inh	MrgX1 PAM	AI-2 QS modul
COc1ccc(CC(=O)NCC2CCCN(Cc3cccc(SC)c3)C2)cc1 (stereo unspecified)	-15	i	i	i	i	i	i	i	i	i	-5
Clc1ccc(CN(Cc2ccccc2)C(c2cccs2)c2nnnn2C2CCCC2)cc1 (stereo unspecified)	1.4	i	i	i	i	i	i	i	i	i	24
CSc1ccccc1NC(=O)CSc1nnc(Cc2ccccc2)o1	-0.1	i	i	i	i	i	i	i	i	i	3
COc1cc(CCC(=O)Nc2cc(Cl)ccc2N2CCN(C)CC2)cc(OC)c1OC	-0.1	i	i	i	i	i	i	i	i	i	1
COC(=O)c1ccc(CSCC(=O)Nc2ccccc2)cc1	0.4	i	i	i	i	i	i	i	i	i	36
CC1CCCC(C)N1/N=C/c1cc(Br)c(O)c(Br)c1 (stereo unspecified)	0.1	i	i	i	i	i	i	i	i	i	41
CCN(CC)CCOC(=O)c1c(C)oc2ccc(OC)cc12	1.1	i	i	-5.2*	i	i	i	i	i	i	-3
Cc1c(NC(=O)c2ccc(N3CCCC3)c([N+](=O)[O-])c2)cccc1-c1nc2ccccc2s1	0.0	i	i	i	i	i	i	i	i	i	17
Cc1cc(NC(=O)Nc2ccc(F)cc2F)n(C)n1	-0.2	i	i	i	i	i	i	i	i	i	14
O=C(Nc1cccc(Cl)c1)N1CCCC1	0.1	i	i	i	i	i	i	i	i	i	19
Cc1ccc(/C=N/NC(=O)c2nnn(-c3nonc3N)c2C)o1	.	i	i	i	i	i	i	i	.	i	-12
O=C(Nc1nnc(COc2ccc(Cl)cc2)s1)c1ccc([N+](=O)[O-])cc1	-0.4	i	i	i	i	i	i	i	i	i	21
CC(C)CN(C(=O)COC(=O)CNC(=O)c1sc2ccccc2c1Cl)C1CCS(=O)(=O)C1 (stereo unspecified)	1.1	i	i	i	i	i	i	i	i	i	19
COc1ccc(N(C)C(=O)c2ccc3nc(-c4ccccc4)c(-c4ccccc4)nc3c2)cc1	-0.3	i	i	i	i	i	i	i	i	i	23
O=C(CNC(=O)c1ccc(Cl)c([N+](=O)[O-])c1)OCN1C(=O)c2ccccc2C1=O	0.2	i	i	i	i	i	i	i	i	i	20
O=C(Nc1cnn(Cc2ccc(Cl)c(Cl)c2)c1)c1nc2ncccn2n1	-0.2	i	i	i	i	i	i	i	i	i	47
CC(=O)c1c(C)nc2ccccn12	0.3	i	i	i	i	i	i	i	i	i	24
Cc1ccc(SCCCCN2CCNCC2)cc1	0.5	i	i	i	13*	i	i	i	i	i	23
Cc1nn(-c2ccccc2)c(Cl)c1C(=O)Nc1ccccc1	0.8	i	i	i	i	i	i	i	i	i	14
CCCSc1nnc2c(n1)OC(c1cccn1C)N(C(C)=O)c1ccccc1-2 (stereo unspecified)	0.8	i	i	i	i	i	i	i	i	i	44
COc1ccc(-c2cc(=O)oc3cc(OCC(=O)NCc4ccccn4)ccc23)cc1	0.1	i	i	i	i	i	i	i	i	i	17
CCCc1cc(=O)oc2cc(OCC(=O)Nc3ccccn3)ccc12	2.8	i	i	i	i	i	i	i	i	i	3
CC(C)CN(C(=O)COC(=O)c1cccn1C)c1c(N)n(Cc2ccccc2)c(=O)[nH]c1=O	-0.3	i	i	i	i	i	i	i	i	i	14
O=C(NCCc1c[nH]c2ccccc12)/C(=C/c1cccnc1)NC(=O)c1cccs1	-0.7	i	i	i	i	i	i	i	.	i	24
CN(C)S(=O)(=O)c1ccc2c(c1)nc(CCC(=O)NCC1CCCCC1)n2C	-0.7	i	i	i	i	i	i	i	i	i	5
CC(C)CCNc1ncnc2c1nnn2Cc1ccccc1	1.5	i	i	i	i	i	i	i	i	i	.
CCCn1c(=N)n(CC(O)c2ccc(C)cc2)c2ccccc21 (stereo unspecified)	-0.4	i	i	i	i	i	i	i	i	i	24
COc1ccc(NC(=O)[C@@H]2CC=C[C@@H]3CCN(Cc4ccc(Cl)c(Cl)c4)C(=O)[C@@H]32)cc1	-0.6	i	.	i	i	i	i	i	i	i	12
CCCc1[nH]nc2c1C(c1ccncc1)C(C#N)=C(N)O2 (stereo unspecified)	.	i	i	i	i	i	i	i	.	i	18
Cn1c(N)c(C(=O)COC(=O)C23CC4CC(CC(C4)C2)C3)c(=O)n(C)c1=O	-0.7	i	i	i	i	i	i	i	i	i	13

# Single values from above:
# `CC(C)CN(C(=O)COC(=O)c1cccn1C)c1c(N)n(Cc2ccccc2)c(=O)[nH]c1=O` in AI-2 QS modul has 14
# `CCCn1c(=N)n(CC(O)c2ccc(C)cc2)c2ccccc21` (stereo unspecified) in HIF activator has -0.4

# Later entries:
SMILES	HIF activator	TRPC6 activator	TRPC4 block	MrgX1 antagonist	TRPC4 potent	TRPC4 act	TRPC6 inhibitor	MrgX1 ag	PolyA inh	MrgX1 PAM	AI-2 QS modul
C=CCN1C(=O)C(CC(=O)O)SC1=Nc1cccc([N+](=O)[O-])c1 (stereo unspecified)	-0.4	i	i	i	i	i	i	i	i	i	.
Cc1ccc(C(=O)c2coc3cc([N+](=O)[O-])c(O)c([N+](=O)[O-])c23)cc1	0.4	i	i	i	i	i	i	i	i	i	-90*
O=c1c2cc(Br)ccc2nc(-c2ccc(Cl)cc2)n1O	0.4	i	i	i	i	175*	i	143*	i	i	18
Cc1ccc(NS(=O)(=O)c2c(C(=O)N3CCOCC3)c(C)n(C)c2C)cc1C	-0.2	i	i	i	i	i	i	i	i	i	6
O=C(CSc1nccc(=O)[nH]1)Nc1cccc2ccccc12	0.1	i	i	i	i	i	i	i	i	i	9
CCN(Cc1ccncc1)C(=O)CCc1nnc(CCC2CCCCC2)o1	0.1	i	i	i	i	i	i	i	i	i	13
CCOc1ccc(OCC(=O)Nc2ccc(S(=O)(=O)Nc3cc(C)nc(C)n3)cc2)cc1	-0.1	i	i	i	i	i	i	i	i	i	13
Cc1cc2ncn(CC3CC3(Cl)Cl)c2cc1C (stereo unspecified)	0.5	i	i	i	i	i	i	i	i	i	30
CCOC(=O)C1(Cc2ccccc2C(F)(F)F)CCN(C2CCSC2)CC1 (stereo unspecified)	-0.3	i	i	i	i	i	i	i	i	i	10
O=S(=O)(c1cccc(-c2nnc(SCc3ccc(Cl)cc3)o2)c1)N1CCCCC1	-0.3	i	i	i	i	i	i	i	i	i	19
CC(NC(=S)Nc1ccc(F)cc1)c1ccccc1 (stereo unspecified)	0.4	i	i	i	i	i	i	i	i	i	17
CCCNC(=O)COc1coc(CN2CCN(c3ccccc3OC)CC2)cc1=O	0.4	i	i	i	i	i	i	i	i	i	11
COc1cc2c(cc1NC(=O)c1cccc(Br)c1)CCCC2	0.5	i	i	i	i	i	i	i	i	i	14
O=C1C(Cl)=C(NC(=O)c2ccccc2)C(=O)C(Cl)=C1NC(=O)c1ccccc1	0.5	i	i	i	i	i	i	i	i	i	5
CCN=C1SC(CC(=O)NCCc2ccc(OC)c(OC)c2)C(=O)N1CC (stereo unspecified)	-3.0	i	i	i	i	i	i	i	i	i	64
C/C(=N\NC(N)=O)c1ccc(Cl)cc1	0.4	i	i	i	i	i	i	i	i	i	20
Cc1cccc(C(=O)NCc2nnc(SC(C)C(=O)Nc3nnc(C)s3)n2C)c1 (stereo unspecified)	-0.3	i	i	i	i	i	i	i	i	i	39
CCCc1nnc2n1N=C(c1ccc([N+](=O)[O-])cc1)CS2	0.0	i	i	i	i	i	i	i	i	i	2
Cc1cc(C)n(-c2c(C)[nH]c3ccccc23)n1	0.9	i	i	i	i	i	i	i	i	i	8
CC(=O)c1cccc(NC(=O)CN(c2cccc(F)c2)S(C)(=O)=O)c1	.	i	i	i	i	i	i	i	i	i	6
O=C(NCc1ccco1)NCC(F)(F)F	-0.3	i	i	i	i	i	i	i	i	i	2
CSc1ccc2c(c1)C(N1CCN(C)CC1)Cc1ccc(F)cc1S2 (stereo unspecified)	0.0	i	i	i	i	i	i	i	i	i	25
CC[C@H](C)[C@H](NC(=O)c1ccccc1)C(=O)NC(CC(=O)O)c1ccc(F)cc1 (stereo partly specified)	0.8	i	i	i	i	i	i	i	i	i	26
COc1ccc(CN2CCCC(C(=O)Nc3cccc(-n4cccn4)c3)C2)c(F)c1 (stereo unspecified)	0.1	i	i	i	i	i	i	i	i	i	17
CCCC(=O)NNC(=O)c1c(O)c2ccccc2[nH]c1=O	0.5	i	i	i	i	i	i	i	i	i	7
CCN(CCn1cccn1)Cc1nc(-c2ccc(C(=O)OC)cc2)no1	0.2	i	i	i	i	i	i	i	i	i	11
CSc1nc2ccccc2n1Cc1cccc(F)c1	-0.6	i	i	i	i	i	i	i	i	i	5
CCOC(=O)c1sc(NC(=O)CSc2nnc(C(C)C)n2C)nc1C	0.2	i	i	i	i	i	i	i	i	i	7
COC(=O)CN=Cc1c(C)[nH]n(-c2ccccc2)c1=O	0.2	i	i	i	i	i	i	i	i	i	14
COc1cc(Cl)c(CN2CCCC(CO)(Cc3ccccc3)C2)cc1OC (stereo unspecified)	1.7	i	i	i	i	i	i	i	i	i	-2
Cc1ccc(-c2nn3c(C)nnc3s2)cc1NC(=O)c1cccs1	0.0	i	i	i	i	i	i	i	i	i	6
Cc1ccccc1C(=O)NC(=S)Nc1ccc(S(=O)(=O)N(C)c2ccccc2)cc1	-0.3	i	i	i	i	i	i	i	i	i	6
Fc1ccc2nc3c(nc2c1)CCCC3	0.6	i	i	i	i	i	i	i	.	i	23
Cc1cc(C)n(CCCC(=O)O)n1	-0.4	i	i	i	i	i	i	i	i	i	8
CCNc1nc(NC(C)C)nc(N(C#N)CCOc2ccc(Cl)cc2Cl)n1	-0.3	i	i	i	i	i	i	i	i	i	85

# These rows are one share of the data; the hit share may differ from the screen's.
